BL2 CD40 inh: inhibitors of CD40-induced NF-kB signaling, primary screen, BL2 cells, luciferase reporter, single point. CD40L-induced, 4 h. inhibition, % at 10 µM. hit rate 0.94% among 83,000;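 active = mean inhibition of at least 50% with a set share of replicates also reaching that level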;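 note: 0% = neutral control wells and 100% = IKK inhibitor VII at 50 µM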
Numbers without * were called inactive; & = joins results of further samples; [ ] = remark or other dose. Not all compounds are listed. The share of hits here may be higher or lower than overall.

SMILES	BL2 CD40 inh
Cc1cc(NC(=O)CCc2ccc(C)o2)no1	1.8
CCN1CCN(C(c2ccccc2)c2nnnn2Cc2ccc3c(c2)OCO3)CC1 (stereo unspecified)	2.3
CC1(CCc2ccccc2)NC(=O)N(CC(=O)Nc2ccc(S(N)(=O)=O)cc2)C1=O (stereo unspecified)	4.5
COc1ccccc1CNCC(=O)Nc1cc(S(=O)(=O)N2CCOCC2)ccc1Cl	2.7
CN(C(=O)c1nc(-c2ccccc2)n(-c2ccccc2)n1)C1CCS(=O)(=O)C1 (stereo unspecified)	21.5
O=C(c1ccccc1)c1cccc(NC(=O)c2ccco2)c1	-46.8
CC(C)(C)c1ccc(C(=O)NCCC(=O)Nc2cc(Cl)ccc2N2CCOCC2)cc1	1.5
COC(=O)c1ccc(CNC(=O)c2cc(COc3cncc(Cl)c3)on2)cc1	14.6
CN1CCN(C(=O)c2cccc(COc3cc(Cl)ccc3Cl)c2)CC1	-39.4
Cc1cc(Cl)ccc1OCC(=O)Nc1cccc(S(=O)(=O)N2CCCC2)c1	-4.8
CN(Cc1cccs1)C(=O)COc1cccc(-n2cnnn2)c1	0.7
Fc1ccc(-c2nnc(NC3=NCCCCC3)o2)cc1	73.7*
CCN=C1SC(CC(=O)NC(C)C)C(=O)N1CC (stereo unspecified)	2.8
Cc1noc(C)c1S(=O)(=O)N(C)C[C@@H]1OCc2cn(nn2)CCCC(=O)N([C@H](C)CO)C[C@@H]1C	-6.2[25 µM]
CCOc1cccc(Cc2c[nH]c(=O)[nH]c2=O)c1	2.3
CC1(C)C2CCC1(C)C(OC(=O)C[n+]1ccccc1)C2 (stereo unspecified)	3.9
Cc1ccc(C)c(SCC(=O)N(C)CC(=O)Nc2ccc(N3CCOCC3)cc2)c1	-2.8
CSc1nc2c(c(=O)[nH]c(=O)n2C)n1C/C=C(\C)Cl	13.2
CC1OC1c1ccc(-c2ccc(C3OC3C)cc2)cc1 (stereo unspecified)	-89.5
Clc1ccc(-c2nnc(-c3ccc4ccccc4c3)o2)cc1	-24.1
CC1CCCC(C)N1C(=O)COC(=O)c1cncc(Br)c1 (stereo unspecified)	-2.3
CCOC(=O)c1nc(N)sc1C(=O)OCC	6.0
COc1ccc(S(=O)(=O)Nc2ccc3c(c2)C(=O)N([C@@H](C)CO)C[C@H](C)[C@@H](CN(C)S(=O)(=O)c2ccc(Cl)cc2)OCCCC[C@H](C)O3)cc1	45.0[25 µM]
O=C(O)C1CCC(C(=O)O)SS1 (stereo unspecified)	7.5
Cc1cc(C)c2c(CC(=O)NCCc3ccccc3)coc2c1	14.3
CC(=O)Nc1cccc(NC(=O)CSc2ncc(C(=O)Nc3ccc(F)cc3)c(=O)n2C)c1	29.7
COC(=O)c1nn(C)c(=O)[nH]c1=O	5.3
Cc1nnsc1Sc1ccccn1	-0.8
CCC(=O)N1[C@H](CO)[C@@H]2c3ccccc3N(C(=O)Nc3ccc(Cl)cc3)C[C@@H]21	0.1[25 µM]
COc1cccc(-c2ccc(C3[C@H]4CNC[C@@H]3N4C(=O)Nc3cc(F)ccc3F)cc2)c1 (stereo partly specified)	-24.5&-6.5
CC1CC(C)CN(C(=O)C2CC(=O)N(c3ccc4c(c3)OCCO4)C2)C1 (stereo unspecified)	0.4
CCN(CC)C(=O)CSc1nc(-c2ccccc2)ccc1C#N	9.0
COc1ccccc1NC(=O)N(C)C[C@@H]1OCc2ccccc2-c2ccccc2C(=O)N([C@H](C)CO)C[C@H]1C	-5.3
Cc1noc(C)c1COC(=O)c1cc2c(C)nn(-c3ccc(F)cc3)c2s1	9.1
CCc1csc(N2[C@@H](C#N)[C@@H](c3ccccc3C3=CCCC3)[C@@H]2CO)n1	-10.6[25 µM]
C[C@@H](NC(=O)C[C@@H]1CC[C@@H]2[C@H](COC[C@@H](O)CN2C(=O)Nc2cccc(Cl)c2)O1)c1ccccc1	17.5[25 µM]
COc1cc(C(=O)COC(=O)Cc2cnc3sccn23)cc(OC)c1OC	7.1
CC(=O)NC[C@H]1[C@H](c2ccccc2)[C@H](CO)N1C(=O)Cc1cccnc1	-6.9[25 µM]
CO[C@H]1CN(C)C(=O)c2cc(NC(=O)c3nc4ccccc4s3)ccc2OC[C@@H](C)N(Cc2cccnc2)C[C@@H]1C	17.6
COc1ccc(-c2ccccc2[C@H]2[C@@H](C#N)N(C(=O)C3CC3)[C@@H]2CO)cc1	-10.1[25 µM]
COc1ccc2c3c([nH]c2c1)[C@@H](CO)NCC31CN(Cc2cc(F)ccc2F)C1	-5.7[25 µM]
O=C(NCC[C@H]1CC[C@@H](NS(=O)(=O)Cc2ccccc2)[C@H](CO)O1)C1CCCC1	4.1
Cc1cc(C)nc(NS(=O)(=O)c2ccc(NC(=O)Nc3ccccc3)cc2)n1	-6.0
CCCCCC(=O)Nc1ccc(C(=O)COC(=O)c2ccccn2)cc1	-17.4
CC(C)NC(=O)COC(=O)c1ccc(O)cc1	1.7
O=C(Nc1ccccc1)N1CC(=O)N2[C@H](CO)[C@@H](c3ccc(C#CC4CCCCC4)cc3)[C@H]2C1	54.1*[25 µM]
Cc1ccsc1CN1CCC(C(=O)NCc2ccccc2Cl)CC1	6.0
Cc1ccc(S(=O)(=O)Nc2cccc(C(=O)N3CCCC3)c2)cc1F	31.5

Gathered by group: the compounds so far with two or more sulfur atoms
SMILES	BL2 CD40 inh
COc1ccc(S(=O)(=O)Nc2ccc3c(c2)C(=O)N([C@@H](C)CO)C[C@H](C)[C@@H](CN(C)S(=O)(=O)c2ccc(Cl)cc2)OCCCC[C@H](C)O3)cc1	45.0[25 µM]
O=C(O)C1CCC(C(=O)O)SS1 (stereo unspecified)	7.5
Cc1nnsc1Sc1ccccn1	-0.8

2 consecutive entries out of the list so far, for reference:
SMILES	BL2 CD40 inh
COc1cc(C(=O)COC(=O)Cc2cnc3sccn23)cc(OC)c1OC	7.1
CC(=O)NC[C@H]1[C@H](c2ccccc2)[C@H](CO)N1C(=O)Cc1cccnc1	-6.9[25 µM]

Going on with the list:
SMILES	BL2 CD40 inh
O=C(NCCc1ccccc1)c1cccc2c1C(=O)N(C1CCCCC1)C2	2.1
Cn1nnc2cc(NC(=O)NCc3ccc4c(c3)OCO4)ccc21	-6.5
O=C(CCN1C(=O)c2cccnc2C1=O)NC1CCCCCC1	2.7
CC(C)C(NS(=O)(=O)c1ccc2c(c1)OCCO2)C(=O)NCCc1ccccn1 (stereo unspecified)	0.8
O=C(CC1Sc2ncnn2C1=O)Nc1ccc(Cl)cc1 (stereo unspecified)	2.9
Cc1ccc(Sc2c([N+](=O)[O-])c(C)nn2C)cc1	8.5
COc1cc2c(cc1OC)-c1cc(=Nc3c(C)cc(C)cc3C)n(C)c(=O)n1CC2	13.8[25 µM]
O=C(COC(=O)CCC1CCCC1)Nc1ccc(F)cc1Cl	3.8
O=[N+]([O-])c1ccccc1C=CC=NN=Cc1ccccc1O	-85.8
O=C(NCCN1Cc2ccccc2C1=O)c1cccs1	-18.5
Cc1cc(C)nc(N2CCC(C(=O)NCc3ccccc3F)CC2)n1	11.4
Cc1noc(C)c1COC(=O)c1cccc(N(C)C)c1	-3.3
CCOCCCNCc1cc(Cl)ccc1OCC	2.6
O=C(C1CCOCC1)N1CC(=O)N2[C@@H](CO)[C@H](c3ccc(C#CCc4ccccc4)cc3)[C@@H]2C1	4.0[25 µM]
O=Nc1nc2ncccn2c1-c1ccccc1	-4.6
CN1CCCN(C(=O)CC2(CC(=O)O)CCCCC2)CC1	1.1
CC(=O)NC12CC3CC(C)(C1)CC(NC(C)=O)(C3)C2	-2.4
O=C(NCc1cccnc1)Nc1ccc2c(c1)OCO2	-42.7
COc1ccc(NC(=O)C2CC(=O)NC(Nc3cccc(C)c3)=N2)cc1 (stereo unspecified)	2.8
O=C(Nc1ccc(S(=O)(=O)N2CCCCCC2)cc1)c1c(F)cccc1F	-34.5
C[C@H](CO)N1C[C@H](C)[C@H](CN(C)S(C)(=O)=O)Oc2ccc(NC(=O)Nc3ccc(F)cc3)cc2CC1=O	3.0[25 µM]
COc1cc(C(=S)N2CCCC2)cc(OC)c1OC	9.9
Nc1nnc(SC2CCCC2)s1	-2.4
CO[C@H]1CN(C)C(=O)c2cc(NS(=O)(=O)CC(F)(F)F)ccc2OC[C@H](C)NC[C@@H]1C	-22.1[25 µM]
Nc1nc(CN2CCCCC2)cs1	13.3
COc1ccc(NS(=O)(=O)c2ccc(NC(=O)c3ccccc3)cc2)nn1	10.4
Cc1ccc(S(=O)(=O)Nc2ccc(C(=O)Nc3ccncc3)cc2)cc1	-0.7
CC(=O)c1cc(C#N)c(SCc2ccncc2)nc1C	10.3
CC(=O)Nc1ccc(NC(=O)C(C)OC(=O)C2(c3ccc(F)cc3)CCCC2)cc1 (stereo unspecified)	11.8
COc1cc(CN2[C@@H]3CNC[C@H]2C3c2ccc(-c3ccc(C)cc3)cc2)cc(OC)c1 (stereo partly specified)	-5.4[25 µM]
CS(=O)(=O)N1[C@@H]2c3ccc(C4=CCCCC4)c(=O)n3C[C@H]1[C@H](CO)[C@H]2C(=O)N1CCOCC1	-3.5[25 µM]
c1ccc(Cn2c[n+](Cc3ccccc3)cn2)cc1	12.2
CC(=O)NCCC(=O)Nc1nc(-c2cccs2)c(-c2cccs2)s1	5.5
O=C(COC(=O)C1CC2CCCC(C1)C2=O)NNC(=O)c1ccccc1F (stereo unspecified)	-8.1
COc1ccc2c(c1)C=CC1(O2)N(CCO)c2ccccc2C1(C)C (stereo unspecified)	2.7
COc1ccc(C(N)=O)cc1N	10.8
Cc1ccc(C(=O)NCCNC(=O)c2ccccc2)cc1	6.3
Nc1c(C(=O)CCC(=O)O)oc2ccc(Cl)cc12	-13.2
CCC(=O)N1CCCCN2[C@@H](CO)[C@H](c3ccc(C#Cc4ccccc4)cc3)[C@@H]2C1	2.9[25 µM]
CCC(=O)NC[C@@H]1[C@@H](c2ccccc2)[C@@H](CO)N1C(=O)C1CC1	1.4[25 µM]
CCC(=O)Nc1ccc2c(c1)C(=O)N(C)C[C@@H](OC)[C@@H](C)CN(C(=O)Cc1cccnc1)[C@H](C)CO2	-9.6[25 µM]
CCOc1ccc(C(=O)NCCO)cc1	0.3
CCCNC(=O)NC[C@@H]1[C@H](c2ccc(C3=CCCC3)cc2)[C@H](CO)N1C(=O)CC	4.5[25 µM]
CCCS(=O)(=O)c1cn2cccc(N)c2c1S(=O)(=O)CCC	-13.6
O=C(CCNC(=O)c1ccc(Cl)cc1)Nc1ccccc1N1CCCCC1	17.3
Nc1ccc(-c2nc3ccc(-c4nc5ccccc5o4)cc3[nH]2)cc1	-80.5
O=C([C@@H]1[C@@H](CO)[C@@H]2Cn3c(ccc(-c4cccnc4)c3=O)[C@@H]2N1CCC(F)(F)F)N1CCOCC1	-2.5[25 µM]
N#CCSc1nc2[nH]ncc2c(=O)n1-c1ccccc1Br	9.7
C[C@H](CO)N1C[C@H](C)[C@H](CN(C)Cc2ccc(C(F)(F)F)cc2)OCCCC[C@H](C)Oc2ccc(NC(=O)Nc3cccc4ccccc34)cc2C1=O	-6.9[25 µM]
Cc1ccc(S(=O)(=O)CCC(=O)OCC(=O)NCC(=O)Nc2c(C)cc(C)cc2C)cc1	16.4
Cc1ccc2c(c1)N(CC(=O)NCCC1=CCCCC1)C(=O)c1cccnc1O2	2.2
Cc1ccc(NC(=O)CCc2nc3ccccc3s2)c(O)c1	-0.4
Cc1ccc(S(=O)(=O)N(C)C[C@@H]2OCCCC[C@@H](C)Oc3ccc(NC(=O)c4ccncc4)cc3C(=O)N([C@H](C)CO)C[C@@H]2C)cc1	-1.1[25 µM]
Fc1cccc(CN2[C@@H]3CNC[C@H]2C3c2ccc(-c3cccc(F)c3)cc2)c1 (stereo partly specified)	3.0&-5.9
CCN(CC(=O)Nc1ccccc1C(F)(F)F)C(=O)C1CSC2(C)CCC(=O)N12 (stereo unspecified)	-0.5
Cn1c(CN2CCOCC2)nnc1SCc1ccccc1	3.9
CC(C)OCCCNC(=O)NC(=O)c1ccc(Cl)cc1	3.8
COc1cccc(/C=C/C(=O)N2CCN(S(=O)(=O)c3ccccc3)CC2)c1	-0.2
Cc1ccc(C(=O)Nc2ccc(S(=O)(=O)N3CCc4ccccc4C3)cc2)o1	4.7
CCN(CC)c1nc2n(c(=O)n1)CCN2CC	12.4

(more compounds)
SMILES	BL2 CD40 inh
COc1ccc(C(C)(C)C)cc1NC(=O)COc1ccc(-c2nnco2)cc1	11.6
Cc1sc2ncn3ncnc3c2c1C	10.4
O=C(c1ccc(S(=O)(=O)Nc2ccc(F)cc2)cc1)N1CCN(c2ccccn2)CC1	7.6
Cc1ccc(S(=O)(=O)N2CCN(S(=O)(=O)N3CCOCC3)CC2)cc1	3.2
CCC(=O)NC1Cc2ccccc2C(c2ccccc2)C1 (stereo unspecified)	9.6[25 µM]
CCN(CC(=O)Nc1cc(Cl)ccc1C)C(=O)CCS(=O)(=O)c1ccc(C)cc1	29.6
Cc1ccc(NC(=O)[C@H](Cc2ccccc2)NC(=O)C2CCNCC2)cc1	6.4
CCC(=O)N1[C@@H]2CN(C(=O)c3ccccc3F)c3ccccc3[C@@H]2[C@@H]1CO	19.0[25 µM]
CCOC(=O)c1cc2c(c(-c3cccc(Br)c3)n1)[C@H](CCO)N(C(=O)NC(C)C)C2	7.1[25 µM]
Cc1ncoc1C(=O)Nc1ccc(Oc2ccccc2)cc1	-86.0
Cc1ccc2nsnc2c1NC(=O)c1ccc2c(c1)OCCO2	2.5
O=S(=O)(N1CCCCC1)N1CCN(S(=O)(=O)N2CCCCC2)CC1	8.9
CCC(C)n1c(SCC(=O)NC2CC2)nc2ccccc2c1=O (stereo unspecified)	-11.4
Cc1ccccc1NC(=O)CN1CCN(c2ccc(F)cc2)CC1	6.7
COc1ccc(OC)c(CN2CCC(C(=O)N3CCOCC3)CC2)c1	7.4
CCOc1ccccc1N1CCN(C(=O)c2ccc(NS(=O)(=O)c3ccc4[nH]c(=O)[nH]c4c3)cc2)CC1	-2.0
CCOc1ccc(OCCn2nnc3ccccc3c2=O)cc1	-80.9

Retrieved by compound from the entries so far (three):
SMILES	BL2 CD40 inh
CCC(=O)Nc1ccc2c(c1)C(=O)N(C)C[C@@H](OC)[C@@H](C)CN(C(=O)Cc1cccnc1)[C@H](C)CO2	-9.6[25 µM]
CC1OC1c1ccc(-c2ccc(C3OC3C)cc2)cc1 (stereo unspecified)	-89.5
Nc1ccc(-c2nc3ccc(-c4nc5ccccc5o4)cc3[nH]2)cc1	-80.5

Bioassay records deposited in PubChem by Broad Institute.
